Screening data: PubChem BioAssay, The Scripps Research Institute Molecular Screening Center
MsrA inh – inhibitors of bovine MsrA | purified bovine MsrA, absorbance read-out | inhibition, % at 15.5 µM | actives 0.75% (n = 360,000) | AID 651718; in the data active = inhibition above about 4.5%;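 note: 0% = vehicle wells with enzyme and 100% = reference inhibitor wells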
An asterisk follows results filed as active.

No.	SMILES	MsrA inh
1	COC(=O)c1cc2c(c3c4cc(OC)ccc4n(C(=O)c4ccccc4)c13)C(=O)N(Cc1ccco1)C2	0.7
2	COC(=O)C1=C(C)N(C)C(=NCC2CC2)NC1c1ccc(Cl)cc1 (stereo not given)	-0.5
3	Cc1cc(S(=O)(=O)NC(=O)[C@H]2O[C@@H](n3ccc(=O)[nH]c3=O)[C@H](O)[C@@H]2O)ccc1Br	0.9
4	Cc1[nH]c2ccccc2c1CC(=O)Nc1ccc(Nc2cccnc2)c(-c2cc(C(F)(F)F)cc(C(F)(F)F)c2)c1	1.7
5	C[C@@H]1ON(C)[C@H]2C[C@H]3c4cc(-c5cccc(Cl)c5)ccc4CCN3C[C@@H]12	-0.4
6	CCCCc1c(-c2ccccc2OC)ncn1Cc1cccc(F)c1	-0.2
7	COc1cc(=O)oc(C=O)c1C	-0.2
8	Cc1ccccc1S(=O)(=O)N1CCCc2nc(-c3ccc(Br)cc3)ccc21	0.2
9	CCOC(=O)[C@@H]1CSCCS(=O)(=O)N1C(=O)[C@H](C)NC(=O)OC(C)(C)C	-0.9
10	Cc1noc(C)c1S(=O)(=O)N(C)C[C@@H]1OCc2cn(nn2)CCCC(=O)N([C@H](C)CO)C[C@H]1C	0.9
11	COC(=O)[C@]12C[C@H](CC(=O)N3CCC(c4ccccc4)CC3)C(=O)N(CCc3ccc(OC)c(OC)c3)C1=C[C@H](C(C)(C)C)O[C@@H]2C	-0.2
12	COC(=O)C1=C(C)N(Cc2ccccc2C(F)(F)F)C(=NCC2CC2)NC1CCc1ccccc1 (stereo not given)	-1.3
13	COC(=O)C1=C(C)N(C)C(=NCC2CC2)NC1c1cccc(F)c1 (stereo not given)	0.2
14	O=S1(=O)N[C@H](Cc2ccccc2)COc2cc(N3CCCCC3)ccc21	-0.4
15	CC1=C[C@@H]2[C@H]3C(=O)N(Cc4ccccc4)C(=O)[C@H]3[C@@H]1[C@@H]1O[C@@]3(C(=O)N(C)c4ccccc43)C3=C(CCCC3=O)N21	0.1
16	COc1cccc(CNC(=O)[C@H]2CCCN2C(=O)[C@H]2CCCN2C(=O)N2CCCCC2)c1	0.2
17	C[C@@H]1ON(C)[C@H]2C[C@H]3c4[nH]c5c(-c6cc(Cl)cc(Cl)c6)cccc5c4CCN3C(=O)[C@@H]12	-1.1
18	COC(=O)[C@]12C[C@H](CC(=O)NCC34CC5CC(CC(C5)C3)C4)C(=O)N(Cc3ccccc3)C1=C[C@H](C(C)C)O[C@@H]2C1CC1	0.3
19	CCCCS(=O)(=O)N1CCCc2nc(-c3ccccc3)ccc21	-0.3
20	CC(=O)OCC(=O)NCC1CCN(C(=O)C(=O)c2cc3ccccc3o2)CC1	1.8
21	O=C(O)c1ccc(/C=N/NC(=O)C2CC2(c2ccccc2)c2ccccc2)cc1 (stereo not given)	0.3
22	COc1ccc(N2C[C@@]3(O)CC[C@@H](O)[C@@H](OC)[C@@H]3[C@@]2(C)[C@H](O)CC=C(C)C)cc1	-0.3
23	Brc1ccc2nc(-c3ccc(CN4CCC(c5nc6ccccc6[nH]5)CC4)cc3)c(-c3ccccc3)nc2c1	1.9
24	O=S1(=O)C=C(Sc2ccc(Cl)cc2)c2ccccc2C1Cc1ccc(F)cc1 (stereo not given)	0.6
25	O=C1c2ccccc2C(=O)C12OC(c1ccccc1)C1(C(=O)c3ccccc3C1=O)C2c1cccc([N+](=O)[O-])c1 (stereo not given)	-0.7
26	COc1ccc(C2CC(=O)C(c3ccc(C(C)=O)cc3)=CN2Cc2ccccc2)cc1 (stereo not given)	0.7
27	CC(CNC(=O)[C@H]1O[C@@H](n2cnc3c(=O)[nH]c(N)nc32)[C@H](O)[C@@H]1O)c1ccccc1 (stereo not given in full)	0.1
28	CC(=O)C1=C(C)N(Cc2ccc(Br)cc2)C(=S)NC1c1cccc(Cl)c1 (stereo not given)	1.3
29	COC(=O)[C@]12C[C@H](CC(=O)NCc3cccs3)C(=O)N(Cc3ccc4c(c3)OCO4)C1=C[C@H](C(C)(C)C)O[C@@H]2C	1.2
30	CCCCCCCCN1C(=O)[C@@H](CC(=O)NCc2ccc(OC)c(OC)c2)C[C@@]2(C(=O)OC)C1=C[C@H](C1CCCC1)O[C@@H]2C	0.1

The list continues:
No.	SMILES	MsrA inh
31	CC(C)NC(=O)c1ccc(-n2c(=S)[nH]c3ccccc3c2=O)cc1	0.5
32	Cc1cc(N2CCNC[C@@H]2C)ccc1N1C[C@@H](C)O[C@@H](C)C1	-0.8
33	O=C1[C@@H](c2ccccc2)[C@@H](c2ccccc2)N1c1ccccc1	0.0
34	COC(=O)C1=C(C)N(Cc2ccccc2C(F)(F)F)C(=NCc2ccccc2C(F)(F)F)NC1c1ccc(F)cc1 (stereo not given)	-0.2
35	CC(=O)C1=C(C)NC(=S)NC1c1ccccc1 (stereo not given)	0.8
36	COc1ccc(-c2c(C(=O)c3ccccc3)[nH]c(N)c2C(=O)NCCc2c[nH]c3ccccc23)cc1	0.6
37	O=[N+]([O-])c1ccccc1CCO	1.5
38	COCc1cc(N2CCN(C(=O)OC(C)(C)C)C[C@@H]2C)ccc1N1CCS(=O)(=O)CC1	0.2
39	CCCCCCCCN1C(=O)[C@@H](CC(=O)N2CCCCC2)C[C@@]2(C(=O)OC)C1=C[C@H](C1CCCC1)O[C@@H]2C	-0.3
40	COCC(=O)Nc1ccc2c(c1)[C@H]1C[C@@H](CC(=O)NCC3CC3)O[C@H](CO)[C@H]1O2	-0.2
41	COc1ccc(CNC(=O)c2c(N)[nH]c(C(=O)c3ccccc3)c2-c2ccc3ccccc3c2)cc1OC	0.3
42	COC(=O)C1=C(C)N(Cc2ccc(Cl)cc2)C(=S)NC1c1cccc(F)c1 (stereo not given)	1.4
43	CSC(=Cc1ccc(C(=O)c2ccc(C)cc2)n1C)S(C)=O (stereo not given)	5.0*
44	c1ccc(Nc2nnc(-c3ccc4c(c3)OCO4)o2)cc1	-0.7
45	CN1CCCCC(NC(=O)CCl)C1=O (stereo not given)	0.2
46	O=C(C(=O)N1CCC(CNS(=O)(=O)c2cc(C(F)(F)F)cc(C(F)(F)F)c2)CC1)c1cccs1	0.4
47	Fc1ccc2nc(-c3ccc(CN4CCC(c5nc6ccccc6[nH]5)CC4)cc3)c(-c3ccccc3)nc2c1	1.6
48	C#CCN(C[C@H]1[C@H](OC(=O)NCCCCCC)[C@H](OC(=O)NCCCCCC)CN(C(=O)OC(C)C)N1C(=O)OC(C)C)S(=O)(=O)c1ccc(C)cc1	0.8
49	Cn1c(CNC(=O)c2ccccc2F)nnc1SCc1nc2ccccc2c(=O)[nH]1	1.3
50	COC(=O)[C@]12C[C@H](CC(=O)N3CCCC3)C(=O)N(CCC3=CCCCC3)C1=C[C@H](C(C)(C)C)O[C@@H]2C	0.8
51	CCCCOCCCNC(=O)C[C@H]1C[C@@]2(C(=O)OC)C(=C[C@H](C(C)(C)C)O[C@@H]2C)N(CCC2=CCCCC2)C1=O	0.7
52	CCCn1cc(CCC(=O)Nc2ccc(Oc3cccnc3)cc2)c2ccccc21	-1.2
53	C[C@H]1C(C(=O)N(C)C2CCCCC2)=Cc2c(n(-c3ccc(F)cc3)c(=O)n2CCCOc2ccccc2)C=C1c1ccccc1	0.7
54	O=C(C(=O)N1CCC(CNC(=O)c2sc3ccccc3c2Cl)CC1)c1cccs1	0.1
55	COc1ccc(Cc2c(C3CCCCC3)nc3ccc(C)cn23)c(C)c1	0.7
56	O=C1NC(=O)C2(CCCc3ccc(N(CCO)CCO)cc32)N1 (stereo not given)	1.4
57	CC(=O)Nc1ccc2c(c1)OCCOCCOc1cc(NC(C)=O)ccc1OCCOCCOCCO2	-0.8
58	COCCNC(=S)N(C)[C@H]1C[C@H]2c3[nH]c4cccc(-c5ccccc5)c4c3CCN2C(=O)[C@H]1[C@H](C)O	-1.6
59	COC(=O)C1=C(C)N(Cc2ccccc2C(F)(F)F)C(=NCC2CC2)NC1c1ccc(F)cc1 (stereo not given)	-0.8
60	COC(=O)C1=C(C)N(Cc2cccc(C(F)(F)F)c2)C(=NCc2cc(OC)c(OC)c(OC)c2)NC1c1ccccc1C(F)(F)F (stereo not given)	-0.9

Going on with the list.
No.	SMILES	MsrA inh
61	C[C@@H]1CCCCO[C@H](CN(C)C(=O)CCC(F)(F)F)[C@H](C)CN([C@@H](C)CO)C(=O)c2cc(NS(=O)(=O)c3ccc(Cl)cc3)ccc2O1	2.8
62	COc1cc(-c2ccc(NC(=O)NC3CC3)c(OC)c2)ccc1NC(=O)NC1CC1	0.7
63	O=C1C2N=NN(CC(=O)N3N=C(c4ccccc4)CC3c3ccc([N+](=O)[O-])cc3)C2C(=O)N1c1ccccc1 (stereo not given)	-0.6
64	COCc1[nH]nc2c1C(c1ccc(F)cc1)N(Cc1ccccc1)C2=O (stereo not given)	-0.6
65	CC(C)CC1NC(=O)c2ccccc2-n2c1nc1ccc(F)cc1c2=O (stereo not given)	-1.2
66	CCCCc1c(-c2ccccc2OC)ncn1Cc1ccc(F)cc1F	1.3
67	COC(=O)[C@]12C[C@H](CC(=O)N3CCCC3)C(=O)N(Cc3ccc4c(c3)OCO4)C1=C[C@H](COCc1ccccc1)O[C@@H]2C	0.6
68	O=C(C(=O)N1CCN(C(=O)c2cc(C(F)(F)F)cc(C(F)(F)F)c2)CC1)c1cccc(C(F)(F)F)c1	0.2
69	Cc1ccccc1OCCCN1CCC(C(O)(c2ccccc2)c2ccccc2)CC1	-0.2
70	COC(=O)c1c(-c2ccc(OC)cc2)c2c(c3c4cc(OC)ccc4n(C(=O)c4ccccc4)c13)C(=O)N(C)C2	0.2
71	COC(=O)C1=C(C)N(C)C(=NCc2ccc(OC)cc2)NC1c1ccccc1C(F)(F)F (stereo not given)	-0.7
72	COC(=O)[C@]12C[C@H](CC(=O)NCCc3ccccc3OC)C(=O)N(Cc3ccc4c(c3)OCO4)C1=C[C@H](COCc1ccccc1)O[C@@H]2C	0.9
73	Cc1cc(Br)cn2c(Cc3ccccc3C(F)(F)F)c(-c3cccc(Cl)c3)nc12	0.4
74	COc1ccccc1CCn1cnc(-c2ccc(OC)c(OC)c2)c1CC(C)C	0.7
75	CCS(=O)(=O)Nc1cccc(-c2ccc3nnc(C)n3n2)c1	0.8
76	CCOC(=O)C1=CCN(S(=O)(=O)c2ccc(Cl)cc2)C1c1cccc(Br)c1 (stereo not given)	0.3
77	O=C1C=C(c2cccc3c2Oc2ccccc2S3)C[C@@H](c2ccc3c(c2)OCO3)C1	0.7
78	Cc1ccc2nc3n(c(=O)c2c1)-c1ccccc1C(=O)NC3CC(C)C (stereo not given)	0.1
79	O=S1(=O)N[C@@H](Cc2ccccc2)COc2cc(NC3CC3)ccc21	0.4
80	Nc1nc2c(-c3ccc([N+](=O)[O-])cc3)nnn2c2ccccc12	-0.9
81	O=C(Nc1ccc2c(c1)OCO2)[C@@H]1[C@@H]2C(=O)N(C3CCCCC3)C(=O)[C@@H]2C2c3ccccc3C=CN21 (stereo not given in full)	-0.8
82	C#CCNC(=O)C[C@H]1C[C@@]2(C(=O)OC)C(=C[C@H](C(C)C)O[C@@H]2C2CC2)N(Cc2ccccc2)C1=O	-0.1
83	COC(=O)N1C[C@H](OC)[C@H]2C[C@@H]1c1ccccc1O2	0.2
84	COC(=O)C1=C(C)N(C)C(=NCc2ccccc2)NC1c1ccc(F)cc1 (stereo not given)	-0.6
85	COc1ccc(C2=CC(=O)CC(C)(C)C2=O)cc1	0.5
86	CCOC(=O)C1=CCN(S(=O)(=O)c2ccc(Br)cc2)C1c1cccc(Cl)c1 (stereo not given)	0.6
87	COCCCNC(=O)C[C@H]1C[C@@]2(C(=O)OC)C(=C[C@H](C3CCCC3)O[C@@H]2C)N(Cc2ccccc2)C1=O	0.7
88	O=C(NC1CCCC1)[C@@H]1CCCN1C(=O)[C@@H](NC(=O)N1CCOCC1)C1CCCCC1	1.1
89	O=C(NCCc1ccccc1Cl)[C@@H]1CCCN1C(=O)[C@H](Cc1cccnc1)NC(=O)N1CCOCC1	1.7
90	O=C(/C=C(\Nc1ccc(F)cc1)c1ccccc1)c1ccccc1	0.6

Part of the list above, with each value named:
[73] Cc1cc(Br)cn2c(Cc3ccccc3C(F)(F)F)c(-c3cccc(Cl)c3)nc12
- MsrA inh = 0.4

[77] O=C1C=C(c2cccc3c2Oc2ccccc2S3)C[C@@H](c2ccc3c(c2)OCO3)C1
- MsrA inh = 0.7

Later entries:
No.	SMILES	MsrA inh
91	CCN1C(=O)N[C@H]2C[C@@H](c3ccccc3)[C@@H](C)[C@@H](C(=O)N3CCCC3)C[C@H]21	-0.3
92	Cc1cccc(N=O)n1	-0.5
93	O=C(CSc1nncn1-c1ccccc1)Nc1cccc(S(=O)(=O)N2CCCCC2)c1	-0.2
94	COc1ccc(S(=O)(=O)Nc2cc(Sc3ncn[nH]3)c(O)c3ccccc23)cc1	64*
95	OC(c1ccccc1)(c1ccccc1)C1CCN(CCCOc2ccc(-c3ccsc3)cc2)CC1	0.2
96	CCCCNc1ccc2c(c1)OC[C@H](CC(C)C)NS2(=O)=O	-0.1
97	O=C(O)c1cccc(NCc2ccncc2)c1	0.9
98	COc1cccc(CNC(=O)[C@H]2CCCN2C(=O)[C@H]2CCCN2C(=O)c2ccccc2C(F)(F)F)c1	0.6
99	COC(=O)C1=C(C)N(Cc2ccc(Cl)cc2)C(=S)NC1c1ccc(F)cc1 (stereo not given)	0.8
100	COc1ccccc1NC(=O)N(C)C[C@H]1OCc2cn(nn2)CCCC(=O)N([C@H](C)CO)C[C@@H]1C	-0.7

Five of the entries above in order of their number in MsrA inh, high to low:
No.	SMILES	MsrA inh
97	O=C(O)c1cccc(NCc2ccncc2)c1	0.9
99	COC(=O)C1=C(C)N(Cc2ccc(Cl)cc2)C(=S)NC1c1ccc(F)cc1 (stereo not given)	0.8
98	COc1cccc(CNC(=O)[C@H]2CCCN2C(=O)[C@H]2CCCN2C(=O)c2ccccc2C(F)(F)F)c1	0.6
96	CCCCNc1ccc2c(c1)OC[C@H](CC(C)C)NS2(=O)=O	-0.1
91	CCN1C(=O)N[C@H]2C[C@@H](c3ccccc3)[C@@H](C)[C@@H](C(=O)N3CCCC3)C[C@H]21	-0.3

Not all compounds are listed; count on the stated rates, not on these rows.
